Assay outcomes deposited in PubChem BioAssay by The Scripps Research Institute Molecular Screening Center.
PP5 primary – PP5 (human) phosphatase inhibition; AID 1987; actives 0.18% (n = 320,000); purified PP5c, OMFP substrate fluorescence; inhibition, % at 6.7 µM;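 active = inhibition above the campaign's mean inhibition across all tested compounds plus 3 SD, cut at about 9.5% in these data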;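 also: 0% = DMSO only and 100% = 100 µM cantharidin control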
Target sequence (P53041 whole entry, looked up): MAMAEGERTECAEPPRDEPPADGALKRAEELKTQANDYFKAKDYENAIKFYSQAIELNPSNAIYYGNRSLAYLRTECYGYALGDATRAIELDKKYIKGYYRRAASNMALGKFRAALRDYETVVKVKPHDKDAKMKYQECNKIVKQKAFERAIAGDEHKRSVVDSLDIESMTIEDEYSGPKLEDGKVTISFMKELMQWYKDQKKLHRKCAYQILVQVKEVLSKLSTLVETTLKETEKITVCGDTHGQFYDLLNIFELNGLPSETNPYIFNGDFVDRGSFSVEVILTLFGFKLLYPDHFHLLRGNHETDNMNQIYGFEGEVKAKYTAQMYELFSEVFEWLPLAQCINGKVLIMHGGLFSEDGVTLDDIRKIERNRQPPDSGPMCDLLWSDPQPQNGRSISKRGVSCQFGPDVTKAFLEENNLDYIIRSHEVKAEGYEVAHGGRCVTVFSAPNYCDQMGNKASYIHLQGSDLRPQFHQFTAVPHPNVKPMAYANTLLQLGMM
proCasp3 act – activators of human procaspase-3; recombinant procaspase-3 D3A, Ac-DEVD-pNA absorbance 405 nm; activation, % at 8.5 µM; actives 0.11% (n = 330,000); AID 463141;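 active = activation above the mean of all tested compounds plus 3 SD, cut at about 21% in these data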;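 also: 0% = DMSO alone and 100% = DMSO wells spiked with extra 5 µM PC-3 D3A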
Target sequence (P42574 whole entry D9A/D28A/D175A): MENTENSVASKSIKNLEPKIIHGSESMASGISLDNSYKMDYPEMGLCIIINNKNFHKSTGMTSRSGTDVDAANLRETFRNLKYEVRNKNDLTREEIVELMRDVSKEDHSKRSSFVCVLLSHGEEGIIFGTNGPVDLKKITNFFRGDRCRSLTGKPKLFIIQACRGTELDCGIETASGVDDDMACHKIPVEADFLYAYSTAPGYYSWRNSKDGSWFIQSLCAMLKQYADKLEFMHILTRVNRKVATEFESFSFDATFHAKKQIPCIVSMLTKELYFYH
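System: Procaspase-3 D3A mutant. Medium: Zinc-free 300 mM NaCl, 50 mM HEPES, 0.01% Triton X-100. Schedule: 1 h preincubation plus 2 h reaction at 25 °C. Measured by: 405 nm absorbance of p-nitroaniline, reads at 0 and 120 min. Read-out: percent activation relative to control range.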
AHR activator – human AHR activation; activation, % at 5 µM; P35869; AHR-responsive luciferase reporter cells, luminescence; actives 2.5% (n = 320,000); in the data active = activation above about 47%;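 also: 0% = vehicle wells and 100% = reference agonist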
PAFAH2 inh – PAFAH2 (human) inhibition | Q99487 | recombinant PAFAH2, FP-rhodamine activity probe, fluorescence polarization | inhibition, % at 3.39 µM | actives 0.99% (n = 340,000) | AID 492956;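 active = inhibition above the mean over all tested compounds plus 3 SD, cut at about 30% in these data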;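 also: inhibitors block probe labeling of enzyme so polarization drops; 0% = enzyme with DMSO and 100% = wells lacking PAFAH2 protein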
core dimer inh – blocks dimerization of HCV core protein | TR-FRET GST/Flag-core106 dimerization, 1536-well | actives 0.33% (n = 300,000) | AID 1899 | inhibition, % at 5 µM;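 active = inhibition above the mean of all tested compounds plus 3 SD, set per screening campaign, cut at about 45% in these data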
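Assay system: tagged HCV core106 pair (GST and Flag); medium: KF-containing HEPES buffer, pH 7.45, DTT, CHAPS, BSA; also added: Eu donor and XL665 acceptor anti-tag antibodies; dosing: 5 µM single dose; timing: compound-protein-antibody incubation 4 h at 22.5 °C; signal: TR-FRET 671 and 617 nm emission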
TPT1 inhibitor – blocks Candida albicans tRNA 2'-phosphotransferase | inhibition, % at 5 µM | recombinant caTPT1, FP RNA substrate dephosphorylation | actives 0.81% (n = 300,000);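 active = inhibition above the mean of all tested compounds plus 3 SD, set per screening campaign, cut at about 24% in these data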;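 also: plate controls were DMSO alone for no effect and ferristatin control at 100 nM for full effect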
Fh CTSL1 inh – cathepsin L1 inhibition, PFM18AAP counter-screen. recombinant F. hepatica cathepsin L1, Z-Leu-Arg-MCA fluorescence. inhibition, % at 5.96 µM. actives 0.49% (n = 300,000). AID 1906;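 active = inhibition above the mean of all tested compounds plus 3 SD, set per screening campaign, cut at about 17% in these data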;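 also: 0% = plate median of test compound wells and 100% = 1 µM Z-Phe-Ala-diazomethylketone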
PP1 inh – counter-screen for PP5 inhibitors: inhibitors of human PP1-alpha | actives 0.9% (n = 320,000) | inhibition, % at 6.7 µM | purified PP1alpha, OMFP fluorescence;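 active = inhibition above the mean inhibition of all tested compounds plus 3 SD, computed separately for each screening campaign, cut at about 15% in these data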
procasp7 counter – activates human procaspase-7, counter-screen for procaspase-3 activators | P55210 | activation, % at 8.5 µM | actives 0.093% (n = 330,000) | recombinant procaspase-7, Ac-DEVD-pNA absorbance 405 nm; D23A/D198A/D206A triple mutant, cannot self-cleave; scale: DMSO 0, 5 µM enzyme 100 | AID 463210;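 active = percent activation above the screen-wide mean plus 3 SD, cut at about 25% in these data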
Target sequence (P55210 whole entry D23A/D198A/D206A): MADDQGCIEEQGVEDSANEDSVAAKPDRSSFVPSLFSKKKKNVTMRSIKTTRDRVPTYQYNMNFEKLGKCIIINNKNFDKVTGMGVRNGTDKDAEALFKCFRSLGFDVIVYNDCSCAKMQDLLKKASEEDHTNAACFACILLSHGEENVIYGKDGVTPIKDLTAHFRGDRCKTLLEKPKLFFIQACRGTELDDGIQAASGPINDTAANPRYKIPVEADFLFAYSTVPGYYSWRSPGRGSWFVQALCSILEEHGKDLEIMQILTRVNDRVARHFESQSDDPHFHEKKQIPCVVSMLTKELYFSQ
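Detection: p-Nitroaniline absorbance at 405 nm, read at 0 and 120 min; system: Uncleavable procaspase-7 mutant enzyme; evaluation: % activation from two-timepoint absorbance difference, scaled to controls; times: 1 h enzyme–compound preincubation and 2 h substrate reaction, both 25 °C; buffer or medium: Zinc-free HEPES pH 7.4 with 300 mM NaCl, 0.01% Triton X-100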
Numbers without * were called inactive; x = not tested or not shown. Compounds were not picked by outcome (roughly 5.6% active in at least one column).

SMILES | PP5 primary | proCasp3 act | AHR activator | PAFAH2 inh | core dimer inh | TPT1 inhibitor | Fh CTSL1 inh | PP1 inh | procasp7 counter
Cc1nc(CSc2nnc(C)s2)cs1 | 3.1 | -5.6 | 1.7 | 2.4 | -7.7 | 1.6 | -3.1 | 0.9 | 7.6
CNCCCOc1ccc(Cl)cc1C(C)(C)C | 2.1 | 0.8 | 0.6 | 1.6 | -8.4 | -0.9 | -2.4 | 1.2 | 2.0
O=c1c(-c2cnn(-c3ccccc3)c2)coc2cc(O)ccc12 | 1.9 | -1.3 | -3.0 | 6.6 | 5.0 | 0.7 | -1.4 | -1.9 | -5.7
COc1cc2c(cc1OC)C(C)N(C(=O)CCNC(=O)c1ccccc1)CC2 (stereo not given) | 0.8 | -1.0 | 2.5 | 2.0 | -0.6 | 2.1 | -4.3 | -6.5 | 3.0
Nc1c(-c2ccc(Cl)cc2)nnn1-c1ccccc1 | 1.3 | -85.6 | -2.0 | -3.9 | 0.8 | 0.3 | -2.1 | -4.7 | -2.7
COCc1cc(SC2CCCCC2)nc(C)n1 | -2.6 | 3.4 | 2.7 | -1.4 | -7.5 | -3.5 | -0.7 | -2.2 | 10.4
COc1ccc(CNC(=O)C2CCN(C(=O)[C@@H]3Cc4ccccc4CN3)CC2)cc1 | -0.8 | 3.2 | 3.8 | -1.1 | -8.8 | 2.3 | -6.0 | -2.5 | 5.4
O=C1OCC(Cn2c3ccccc3c3ccccc32)O1 (stereo not given) | -1.0 | 10.6 | 3.1 | -0.2 | -1.6 | 0.3 | 1.2 | -3.8 | 8.0
CCn1ncc(C2C(C(=O)Nc3ccc(C)cn3)=C(C)NC3=C2C(=O)CCC3)c1C (stereo not given) | 3.1 | -2.0 | 1.7 | 0.0 | -5.4 | -0.4 | -2.0 | 0.6 | 2.9
CCN1CCc2c(C#N)c(NCc3ccccc3)nc(NCCO)c2C1 | 1.9 | -4.2 | 7.1 | 1.7 | -3.1 | -5.7 | -1.9 | -0.8 | -0.1
COc1ccc2c(c1)C(C)=CC(C)(C)N2S(=O)(=O)c1ccc(NC(C)=O)cc1 | 4.6 | -4.3 | -0.2 | -2.7 | 3.9 | 2.4 | -0.1 | 5.0 | 2.6
CSc1ccc(NC(=O)N2CCC(C(=O)c3ccc(F)cc3)CC2)cc1 | 1.8 | -3.1 | -0.4 | -6.0 | 4.3 | 3.4 | 0.9 | -0.7 | -3.5
Cc1ccc(S(=O)(=O)N2CCCc3ccccc32)cc1C | 1.9 | -2.3 | -1.9 | 5.9 | 8.6 | 3.5 | -5.3 | -4.7 | -3.1
COc1cc(/C=C2\SC(N3CCc4ccccc4C3)=NC2=O)cc(OC)c1OC | 2.5 | 1.2 | 1.9 | -4.1 | -3.0 | -1.7 | -3.4 | 5.5 | 10.4
O=C(COC(=O)c1cc(Br)ccc1Cl)NC1CCCC1 | 1.2 | 4.7 | -2.7 | 34.1* | 2.0 | -1.2 | -5.6 | -5.8 | 9.0
CCCCN(CCCNC(=O)CN1C(=O)COc2ccccc21)c1ccccc1 | 3.1 | -1.8 | 0.3 | 4.6 | -0.6 | -3.8 | 2.2 | 1.7 | 2.9
O=C(NCC1CCCO1)c1cccc(S(=O)(=O)NCc2ccccc2)c1 (stereo not given) | 0.6 | -9.0 | -1.3 | 1.3 | -0.8 | -5.1 | 0.8 | -2.0 | -0.5
Cc1ccc(-c2cc(C(=O)Nc3c(C)n(C)n(-c4ccccc4)c3=O)[nH]n2)c(O)c1C | 5.8 | 1.7 | -0.4 | 7.1 | 0.9 | 3.8 | -0.7 | -0.4 | 0.9
CC(=O)N1CCC2(CC1)CC(=O)c1cc(OCC(=O)N3CCOCC3)ccc1O2 | 3.3 | -0.7 | -1.8 | -5.3 | -1.8 | 1.2 | 0.2 | -3.4 | 3.7
C=CCNc1nc(-c2ccccc2)nc(-n2ccnc2)n1 | 3.0 | -0.5 | 20.9 | -3.2 | 0.9 | 2.2 | 3.9 | 0.3 | -1.3
CCNC(=S)NS(=O)(=O)c1ccc(CC)cc1 | 10.0* | 2.6 | 0.6 | 9.9 | 1.9 | 0.0 | -1.5 | -0.7 | -1.9
COc1ccc(OC)c(NC(=O)CS(=O)(=O)Cc2nc(-c3ccccc3C)oc2C)c1 | -1.2 | 1.3 | 2.2 | 1.1 | 14.4 | -5.0 | -0.3 | 5.8 | -2.7
COc1ccc(S(=O)(=O)N2C3CCC2CC(NC(=O)C2CC2)C3)cc1 (stereo not given) | 4.0 | 0.5 | -1.6 | 4.8 | 3.8 | -3.9 | -3.2 | -0.1 | 6.9
CC1(C)CC(=O)C=C(c2cccc(Cl)c2O)C1 | 1.3 | 8.3 | -4.8 | 4.6 | x | x | x | -2.8 | 6.8
COc1ccc(Nc2nc3c(C)cccc3cc2C#N)c(OC)c1 | -1.4 | -8.0 | 4.8 | -2.8 | 12.7 | 2.2 | 1.1 | -4.5 | -10.9
COc1ccc(NC(=O)CNS(=O)(=O)c2ccc(Cl)cc2)cc1OC | -0.2 | 6.1 | 1.3 | -0.1 | -3.3 | 1.3 | 3.0 | -0.9 | -10.2
COc1ccccc1NC(=O)COC(=O)Cc1ccc(S(=O)(=O)N2CCCCC2)s1 | 1.8 | -1.8 | 0.0 | 11.7 | 27.2 | 3.4 | 0.0 | 3.4 | 5.7
COc1cc(NC(=O)C2CCCCC2)c(OC)cc1NC(=O)CCC(=O)NCc1ccco1 | 1.9 | -4.6 | -0.1 | 4.9 | -0.6 | -1.3 | -0.6 | -3.1 | -2.7
Cc1ccc(COc2cccc3c2CCN(Cc2ccc(F)cc2)C3=O)cc1 | 0.0 | 4.5 | 3.7 | -6.4 | 11.9 | 0.5 | -0.1 | 3.8 | -1.3
Cc1ccc(Cn2ccnc2C(=O)Nc2ccccc2)cc1 | 2.9 | 2.3 | 14.1 | -4.7 | 5.8 | -0.3 | 5.2 | 3.6 | -0.2
O=C1C=C(Nc2ccccc2C(=O)O)c2ccccc2C1=O | 1.3 | -5.8 | 51.7* | 39.3* | -6.3 | -5.5 | 28.9* | 7.3 | 9.5
COc1cc(OC)cc(C(=O)NCCc2cnc[nH]2)c1 | -0.1 | 13.6 | 4.3 | -10.1 | -4.4 | -3.6 | -2.0 | -2.5 | -4.8
O=C(NCC(c1ccco1)N1CCc2ccccc2C1)c1ccc(Br)cc1 (stereo not given) | 2.2 | 7.8 | 4.2 | -1.7 | 3.5 | -0.8 | -2.7 | 0.7 | -0.7
CCOC(=O)c1sc(NC(=O)Cc2c(F)cccc2Cl)nc1C | 3.3 | -1.5 | -2.4 | -3.4 | -0.9 | 2.7 | -9.6 | 1.7 | 0.7
Cc1sc2nc(CSc3ccccc3)nc(NCCN(C)C)c2c1C | 1.2 | -6.4 | 4.2 | -2.1 | -10.4 | -0.9 | 4.5 | 0.3 | -2.6
CCCNc1nc2ccccc2n2c(C)nnc12 | 1.4 | 6.3 | 17.7 | -5.5 | -15.2 | -2.4 | 0.6 | 2.8 | 8.6
CCN(CC)C(=O)CSC(Nc1cccc(F)c1)=C(C#N)C#N | 3.3 | 4.5 | 45.3 | x | 5.4 | 62.4* | -2.4 | -3.9 | -4.1
S=c1[nH]ncn1/N=C/c1cccs1 | -0.2 | -1.5 | -0.6 | -3.2 | -0.5 | 1.1 | -0.9 | -3.5 | 5.0
CCc1cc(=O)oc2c(CN3CCCC3)c(O)c(Cl)cc12 | 0.0 | 5.7 | 2.5 | 0.4 | -1.6 | 0.5 | 4.6 | -2.6 | 7.4
Cc1ccc(-n2c(Cc3noc4ccccc34)n[nH]c2=S)cc1 | -0.5 | 4.8 | 3.2 | 2.8 | -4.9 | -0.7 | 5.7 | -4.1 | -16.0
COc1cc(NCCC(=O)c2cccs2)c(OC)cc1Cl | 2.0 | -13.0 | 51.1* | 10.7 | -8.5 | -0.7 | 0.5 | -2.5 | -24.1
COCCCNC(=O)c1ccc([N+](=O)[O-])cc1 | 2.2 | 3.1 | 4.1 | -4.5 | -13.6 | -0.9 | 1.0 | 3.9 | 0.7
COc1ccc(-c2nc(C)c(C(C)=O)n2O)cc1OC | 2.9 | 16.2 | 48.2* | 5.1 | -14.3 | -5.6 | -1.1 | -1.9 | 3.8
CC(C)(C)n1ncc2c(=O)n(Cc3c(Cl)cccc3Br)cnc21 | 3.7 | 4.6 | 0.9 | 3.2 | x | x | x | 4.1 | 8.2
COc1ccc2nccnc2c1[N+](=O)[O-] | -3.2 | -0.1 | -2.0 | 7.2 | 3.2 | 2.5 | 0.0 | -2.3 | -2.5
O=S(=O)(c1ccc2nc(-c3ccccc3)[nH]c2c1)N1CCN(c2ccc(Cl)cc2)CC1 | -0.2 | -4.2 | 18.3 | -26.9 | 16.8 | -3.9 | 3.1 | 5.8 | 3.0
COc1ccc(NC(=O)CN2CCN(CC(=O)Nc3ccc(OC)cc3)CC2)cc1 | 2.9 | 4.2 | -2.0 | -5.0 | -3.6 | -1.7 | 1.3 | -2.8 | -0.4
S=c1[nH]nc(C2CCCCC2)n1/N=C/c1ccccc1Cl | 1.2 | -17.4 | 2.9 | 9.4 | 5.6 | 2.2 | 7.5 | 4.8 | -20.8
O=C(Nc1cc(-c2nn(CC(=O)N3CCCCC3)c(=O)c3ccccc23)ccc1N1CCOCC1)c1ccc(Cl)cc1 | -0.2 | 5.0 | -0.7 | 1.0 | 1.1 | -1.1 | -1.6 | -3.0 | 6.4
NC(=O)c1ccc[n+](CC(=O)c2ccc(NC(=O)c3ccccc3)cc2)c1 | -1.8 | 10.8 | -0.6 | -8.2 | 3.1 | 2.4 | -0.6 | 0.1 | -1.7
CCC(OC(=O)c1nsc(Cl)c1Cl)C(=O)NCc1cccs1 (stereo not given) | 1.3 | 6.3 | 8.5 | -0.2 | 1.2 | -0.9 | -1.0 | -1.1 | 6.4
CCOc1ncccc1C(=O)Nc1ccc(S(=O)(=O)Nc2nc(C)cc(C)n2)cc1 | 2.3 | 1.7 | 6.8 | 0.1 | x | x | x | -2.6 | -2.4

Full records, looked up by structure. Order of screens: PP5 primary | proCasp3 act | AHR activator | PAFAH2 inh | core dimer inh | TPT1 inhibitor | Fh CTSL1 inh | PP1 inh | procasp7 counter
CCN(CC)C(=O)CSC(Nc1cccc(F)c1)=C(C#N)C#N is entered as 3.3 | 4.5 | 45.3 | x | 5.4 | 62.4* | -2.4 | -3.9 | -4.1
COc1ccc(S(=O)(=O)N2C3CCC2CC(NC(=O)C2CC2)C3)cc1 (stereo not given) is entered as 4.0 | 0.5 | -1.6 | 4.8 | 3.8 | -3.9 | -3.2 | -0.1 | 6.9

Looked up above:
Value for CCOc1ncccc1C(=O)Nc1ccc(S(=O)(=O)Nc2nc(C)cc(C)n2)cc1 in proCasp3 act: 1.7
Value for O=C(Nc1cc(-c2nn(CC(=O)N3CCCCC3)c(=O)c3ccccc23)ccc1N1CCOCC1)c1ccc(Cl)cc1 in PAFAH2 inh: 1.0
